Compound activity deposited in PubChem by several laboratories.
MCL1-BIM inh – MCL1-BIM-BH3 interaction inhibition (human) | GST-MCL1 / FITC-Bim-BH3 fluorescence polarization | inhibition, % at 10.9 µM | actives 0.68% (n = 320,000) | Q07820;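 active = inhibition above the mean inhibition of all tested compounds plus 3 SD, set per campaign, cut at about 40% in these data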;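 note: 0% = DMSO wells and 100% = unlabeled Bim-BH3 peptide control; higher means more loss of mP so more displacement of Bim peptide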
GLD-1 RNA inh – GLD-1-TGE RNA interaction inhibition (C. elegans) | Q17339 | actives 0.44% (n = 320,000) | AID 2280 | inhibition, % at 5.96 µM | purified GLD-1 + fluorescein TGE RNA, fluorescence polarization;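 active = percent inhibition above a per-plate cutoff, the plate mean of test compounds plus 3 SD, cut at about 30% in these data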;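 note: 0% = DMSO wells with GLD-1 and probe and 100% = wells lacking GLD-1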
CIT2-GFP yeast – modulators of TOR pathway CIT2-GFP in S. cerevisiae | S. cerevisiae CIT2-GFP strain, flow cytometry, 3 h; 100 means same as DMSO wells | GFP response vs DMSO, % at 10 µM | actives 0.065% (n = 320,000) | AID 2029;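 active = GFP response relative to DMSO above a set limit, near the screen mean plus 3 SD, cut at about 150% in these data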;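 note: ratio of well median GFP fluorescence to mean of DMSO wells on the plate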
Fam108B counter – counter-screen for RBBP9 inhibitors: inhibitors of mouse Fam108B; recombinant Fam108B, FP-Rh probe fluorescence polarization; inhibition, % at 9.51 µM; actives 0.33% (n = 300,000);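 active = inhibition above the screen mean inhibition plus 3 SD, computed separately per campaign, cut at about 18% in these data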;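 note: inhibitors lower polarization as less probe binds the enzyme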
AGP1-GFP MLPCN – modulators of TOR pathway AGP1-GFP in S. cerevisiae. S. cerevisiae AGP1-GFP multiplex flow cytometry, 3 h; GFP as percent of DMSO wells. GFP response vs DMSO, % at 10 µM. actives 0.02% (n = 320,000);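 active = GFP response relative to DMSO above a set limit, near screen average plus 3 SD, cut at about 150% in these data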;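 note: median GFP channel fluorescence of the gated AGP1 strain per well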
BCLXL inh – Bcl-xL (human) inhibition; Q07817; GST-Bcl-xL / FITC-Bim BH3 peptide fluorescence polarization; inhibition, % at 10.9 µM; actives 0.7% (n = 320,000);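 active = inhibition above the mean of all tested compounds plus 3 SD, cutoff set per campaign, cut at about 30% in these data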;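 note: 0% = DMSO wells and 100% = unlabeled Bim-BH3 peptide competitor; inhibitors lower millipolarization by displacing the labeled peptide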
VLA-4 inh – inhibition in a human VLA-4 binding assay; AID 2557; P13612; inhibition, % (about 7 µM as worked out from the volumes in the protocol); actives 0.2% (n = 330,000); VLA-4 expressing cells, ligand binding flow cytometry; in the data active = inhibition above about 50%
Target sequence (P13612 whole entry, looked up): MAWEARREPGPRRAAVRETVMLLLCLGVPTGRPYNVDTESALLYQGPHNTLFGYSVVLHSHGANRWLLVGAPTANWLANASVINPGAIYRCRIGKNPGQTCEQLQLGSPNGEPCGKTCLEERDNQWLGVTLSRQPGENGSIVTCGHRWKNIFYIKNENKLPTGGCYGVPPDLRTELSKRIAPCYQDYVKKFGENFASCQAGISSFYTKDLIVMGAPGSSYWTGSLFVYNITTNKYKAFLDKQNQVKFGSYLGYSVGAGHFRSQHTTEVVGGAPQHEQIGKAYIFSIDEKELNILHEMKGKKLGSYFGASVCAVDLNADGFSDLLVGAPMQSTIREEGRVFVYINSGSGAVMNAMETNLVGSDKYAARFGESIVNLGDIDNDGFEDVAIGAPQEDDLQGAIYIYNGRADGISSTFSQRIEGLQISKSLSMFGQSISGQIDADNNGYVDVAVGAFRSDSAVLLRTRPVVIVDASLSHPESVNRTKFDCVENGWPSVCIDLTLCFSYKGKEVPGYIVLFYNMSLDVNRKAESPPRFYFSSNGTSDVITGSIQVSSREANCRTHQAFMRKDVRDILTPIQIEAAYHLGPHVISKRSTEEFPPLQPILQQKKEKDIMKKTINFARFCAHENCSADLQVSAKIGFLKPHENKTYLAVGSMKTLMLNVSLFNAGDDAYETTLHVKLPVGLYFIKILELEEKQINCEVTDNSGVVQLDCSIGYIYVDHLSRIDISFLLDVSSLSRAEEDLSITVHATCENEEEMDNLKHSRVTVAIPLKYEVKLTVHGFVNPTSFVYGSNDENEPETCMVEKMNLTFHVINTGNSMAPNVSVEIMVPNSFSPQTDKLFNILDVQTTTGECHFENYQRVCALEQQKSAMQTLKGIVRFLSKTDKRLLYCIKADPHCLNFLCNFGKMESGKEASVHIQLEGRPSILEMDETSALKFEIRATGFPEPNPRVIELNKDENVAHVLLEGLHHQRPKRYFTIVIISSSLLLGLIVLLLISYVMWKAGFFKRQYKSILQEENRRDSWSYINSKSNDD
MEX-5 binding – C. elegans MEX-5 TCR-2 RNA binding activity | Q9XUB2 | MEX-5/FITC-TCR2 RNA binding, fluorescence polarization; stronger effect = lower value | activity score (negative = inhibition of binding), % at 10 µM | actives 0.38% (n = 300,000) | AID 1832;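 active = inhibition past about -25% in most replicates, and total fluorescence under double the plate's negative control median, limit read from the data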;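 note: 0% = DMSO and -100% = 5 µM competing unlabeled TCR2 RNA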
GRK2 inh – human GRK2 inhibition via aptamer displacement | bead flow cytometry, FAM-aptamer displacement from GRK2 | inhibition of aptamer binding, % at 10 µM | actives 0.59% (n = 330,000) | P25098;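 active = inhibition of aptamer binding above 40%, roughly 3 SD of noise, on plates passing a quality check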;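 note: median bead fluorescence of bound FAM aptamer so fluorescent compounds give negative values; no value below 0 was filed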
Numbers without * were called inactive; . = no result given. An unsorted share of the library; overall some 2.2% were active at least once.

Structure	GLD-1 RNA inh	GRK2 inh	BCLXL inh	VLA-4 inh	AGP1-GFP MLPCN	Fam108B counter	CIT2-GFP yeast	MCL1-BIM inh	MEX-5 binding
Cn1cnc(S(=O)(=O)Nc2ccc(OC(F)F)cc2)c1	3	0	8	1	96	4	85	11	2.0
C[C@@H](C(=O)Nc1ccccc1N1CCOCC1)N1C(=O)C2CCCCC2C1=O (some centres undefined)	7	1	.	-1	101	.	99	.	.
CCCN(Cc1ccccc1)C(=O)Nc1ccc2c(c1)nnn2C	-8	0	8	-7	105	1	.	3	-0.9
COC(=O)Cc1[nH]nc2c1C(c1c[nH]c3ccccc13)C(C#N)=C(N)O2 (centres undefined)	0	0	7	3	100	4	100	6	-1.6
CSc1ccccc1-c1nnc(-c2ccc(Cl)cc2)o1	0	1	-6	14	91	-4	85	-2	0.4
Oc1cc(Br)ccc1C=Nc1ccc(N2CCCCC2)cc1	5	1	6	-2	104	-1	122	5	1.1
O=C(O/N=C/c1ccc(Br)cc1)c1ccc(F)cc1	5	0	2	5	99	-1	99	6	.
COc1ccc(OC)c(C(=O)CSc2nccc(-c3ccc(Br)cc3)n2)c1	6	0	0	-5	110	-12	105	-3	0.8
COc1cc(OC)cc(-c2oc(=O)c3cc(OC)c(OC)cc3c2C#CCCO)c1	2	3	.	-1	92	.	74	.	.
COc1ccc(OC)c(-n2nnnc2SCC(=O)Nc2ccccc2OC)c1	10	3	-4	-4	96	0	104	9	0.5
O=C(O)CC(SCC(=O)NC1CCCc2ccccc21)C(=O)O (centres undefined)	0	6	-2	6	101	-1	99	3	-1.2
CCSC(C)CC1C/C(=N/O)c2c(CC)noc2C1 (centres undefined)	0	4	6	1	99	2	91	7	-0.9
COc1ccc2c(c1)Sc1ccccc1N2CCN(C)C	-4	0	1	21	97	1	94	-1	-0.6
COc1ccc(C)cc1NCc1cccc(OC)c1OC	0	1	6	0	104	5	101	13	1.0
Cc1ccc(N2C(=O)C3C4C=CC(CC4)C3C2=O)c([N+](=O)[O-])c1 (centres undefined)	-5	0	2	5	102	-1	97	5	-1.3
CC1(C)C2CCC1(CS(=O)(=O)N1CCC(C(N)=O)CC1)C(=O)C2 (centres undefined)	5	2	2	-56	103	3	122	-2	-3.8
CC(Cc1cccnc1)NC(=O)c1cc(COc2ccc(F)cc2Cl)on1 (centres undefined)	7	3	1	13	106	2	100	0	3.6
CSc1nnc(SCC#N)s1	1	0	2	0	98	-2	95	0	0.5
Cc1ccc(-c2nc(NC(=O)CSc3nnc4scc(-c5ccccc5)n34)ns2)cc1	-1	0	-2	-10	92	-6	88	-3	-0.1
CCOC(=O)C1(CCc2ccccc2)CCN(Cc2ccc(OC)cc2)CC1	1	0	-5	-4	92	-3	96	-2	1.4
Cc1ccc(C(=O)Nc2ccc(Cl)cc2C(F)(F)F)c(Cl)c1	3	0	4	10	94	-4	93	-2	0.7
O=C(N=C1SC2CS(=O)(=O)CC2N1Cc1ccccc1Cl)C1CCCO1 (centres undefined)	1	4	-5	12	102	4	101	-4	-2.4
CCSc1nc(C2CC2)cc(-c2ccco2)c1C#N	5	1	3	-4	99	-3	104	4	1.5
CCn1c(SCC(=O)Nc2cc(C)on2)nnc1-c1ccc(S(=O)(=O)N2CCN(C)CC2)cc1	0	1	2	22	88	-1	83	3	-0.3
c1ccc(C2C/C(=N\N3CCOCC3)c3ccccc3O2)cc1 (centres undefined)	9	3	-2	5	95	0	99	-8	-1.4
Cc1cc(NN)nc(Cc2ccccc2)n1	-1	2	2	4	99	1	100	-3	5.3
CC1CC(=O)Nc2ccccc2N1C(=O)CSc1nnnn1C (centres undefined)	2	3	.	4	92	.	100	.	.
O=c1ccc(-c2ccc([N+](=O)[O-])cc2)nn1-c1ccccc1	0	5	6	5	104	-1	99	10	-1.1
COC(=O)c1cc(NC(=O)/C=C/c2ccccc2)ccc1O	3	0	1	-1	107	-7	99	2	0.4
CCC(CN(C)C)Oc1cc(NCc2ccccc2)c2ncn(C(C)C)c2c1 (centres undefined)	-27	3	.	-149	93	.	101	.	.

Later entries
Structure	GLD-1 RNA inh	GRK2 inh	BCLXL inh	VLA-4 inh	AGP1-GFP MLPCN	Fam108B counter	CIT2-GFP yeast	MCL1-BIM inh	MEX-5 binding
Cc1cc2c3c(c1)C(C)CC(C)(C)N3C(=O)C2=C(C#N)C#N (centres undefined)	4	2	6	3	112	1	109	-5	0.3
CCN1/C(=C2/SC(=S)NC2=O)Sc2ccccc21	-5	1	-15	15	93	0	107	-11	1.6
COC(=O)c1ccc(C2c3c(oc4cc(C)c(C)cc4c3=O)C(=O)N2CCCN(C)C)cc1 (centres undefined)	-2	4	4	3	105	-1	104	1	1.4
CCOc1ccc(N=C2C(=O)Nc3ccc(C)c(Br)c32)cc1	1	0	7	-7	99	3	95	12	-1.9
Cn1c(/C=N/Nc2nc3ccccc3[nH]2)nc2ccccc21	-17	0	4	1	75	12	110	5	1.3
CCn1cc(S(=O)(=O)Nc2cc(C(=O)OC)ccc2C)cn1	2	1	5	7	101	-1	102	5	-0.7
COc1ccc(C(C)(C)C)cc1NC(=O)CN1C(=O)C(=O)N(Cc2ccco2)C1=O	-2	0	-8	0	107	.	102	-2	.
COc1ccc(OC)c(CN(CCN2CCOCC2)C(=O)Nc2ccccc2)c1	0	5	2	12	111	-2	105	4	-0.9
Cc1ccc(-c2cn3cc(C)ccc3n2)cc1	4	0	0	21	69	-3	66	2	.
CN1CCN(CCCNC(=O)c2ccc(CSCc3cccc(Cl)c3)o2)CC1	6	0	5	11	102	-2	100	7	0.0
COC(=O)c1sccc1NC(=O)CC1C(=O)NCCN1C(=O)c1ccc(N(C)C)cc1 (centres undefined)	6	0	1	-1	107	3	101	-8	-2.5
CNC(=O)C(=O)NCCC1CCCCN1S(=O)(=O)c1cccs1 (centres undefined)	6	0	5	13	104	1	98	4	-0.6
COc1cc(OC)cc(C(=O)Nc2cccc3nc(C)ccc23)c1	.	2	.	0	106	.	98	.	1.7
CCNC(=O)CON=C1c2ccccc2-c2ccccc21	4	0	5	21	88	6	90	2	-1.2
CCOC(=O)c1c(NC(=O)CSc2nc3ccccc3s2)sc(C(C)=O)c1C	-5	3	-4	3	95	-6	95	-6	-1.8
CC(C)n1c(Oc2ccc(F)cc2)nc2c1c(=O)n(C)c(=O)n2C	2	0	7	7	102	2	98	6	0.9
CCOc1ccc(NC(=O)C2CCCN(C(=O)Nc3ccccc3)C2)cc1 (centres undefined)	1	4	1	10	100	2	99	5	-3.5
Cc1ccc(Oc2ccc(OCC(=O)NC(C)C(=O)O)cc2)cc1 (centres undefined)	2	0	1	6	101	2	101	3	-0.9
Cc1cc(C(F)(F)F)n2ncc(C(=O)O)c2n1	10	0	0	6	108	0	104	-4	1.0
COc1ccc(OC)c(NC(=O)c2c(NC(=O)CCC(=O)O)sc3c2CCCCC3)c1	7	0	0	-2	90	4	86	-1	-0.1
O=C(CNC(=O)c1cccc(OC(F)F)c1)OCn1nnc2ccccc2c1=O	7	4	-1	-1	101	-1	103	-1	1.5
CC(=O)N1CCN(c2ccc(NCc3ccc(C(C)C)cc3)cc2)CC1	2	4	14	-5	88	6	87	20	-1.9
Nc1ccc(S(=O)(=O)Nc2nccc(/C=C/c3ccc(Cl)cc3)n2)cc1	0	0	2	1	105	-4	103	0	-0.4
COCCCNCC1C(Oc2ccc(Cl)cc2)C(=O)N1c1ccccc1C (centres undefined)	-1	0	0	-6	97	1	95	0	1.7
O=C(NCCc1ccccc1)c1ccc2nccnc2c1	9	2	3	6	102	2	98	9	-2.0
Cc1ccc(N(C)S(=O)(=O)c2cccc(C(=O)OCC(=O)c3c(N)n(C)c(=O)n(C)c3=O)c2)cc1	0	2	.	0	98	.	100	.	.
COc1cc2c(cc1OC)-c1nnc(C)n1C1(CCCC1)C2	-3	1	4	-10	101	0	97	0	-1.4
Cc1cc(C)cc(NC(=O)COC(=O)CNC(=O)C2CCCCC2)c1	2	0	1	-11	91	.	94	-1	.
O=C(N/N=C/c1ccc2c(c1)OCO2)c1ccc(COCC(F)(F)C(F)F)cc1	3	0	1	7	101	0	96	1	-5.0
COc1ccc(Cc2nc3ccc(C(=O)NC(C)c4cn(C)nc4C)cc3o2)cc1 (centres undefined)	-4	0	4	10	128	1	116	0	0.9

Some of these compounds in order of molar mass, high to low:
Structure	GLD-1 RNA inh	GRK2 inh	BCLXL inh	VLA-4 inh	AGP1-GFP MLPCN	Fam108B counter	CIT2-GFP yeast	MCL1-BIM inh	MEX-5 binding
COc1ccc(OC)c(NC(=O)c2c(NC(=O)CCC(=O)O)sc3c2CCCCC3)c1	7	0	0	-2	90	4	86	-1	-0.1
O=C(NCCc1ccccc1)c1ccc2nccnc2c1	9	2	3	6	102	2	98	9	-2.0
Cc1cc(C(F)(F)F)n2ncc(C(=O)O)c2n1	10	0	0	6	108	0	104	-4	1.0

Next section
Structure	GLD-1 RNA inh	GRK2 inh	BCLXL inh	VLA-4 inh	AGP1-GFP MLPCN	Fam108B counter	CIT2-GFP yeast	MCL1-BIM inh	MEX-5 binding
Cc1cnc(NCCc2ccccc2)s1	.	1	.	8	96	.	101	.	-1.5
Cc1cccc(C(=O)Nc2sc3c(c2C(=O)O)CCC3)c1	2	1	11	9	93	-2	114	4	-0.3
Cc1nccn1CC(O)COc1ccccc1 (centres undefined)	1	3	3	-5	96	3	100	4	-3.0
CC(C(=O)NC1=NCCS1)N1C(=O)C2CC=CCC2C1=O (centres undefined)	3	3	-6	3	99	4	97	-9	-0.7
